Source: PubChem
TexasRed fluor: Total Fluorescence Counterscreen for Inhibitors of the Interaction of Thyroid Hormone Receptor and Steroid Receptor Coregulator 2 | TRb/SRC2 Texas Red total fluorescence interference | Potency, µM (doses to about 106 µM), for inactives: top-dose fluorescence change, negative = quenching | actives 0.29% (n = 280,000) | AID 1479, 2009; active = well fitted curve in either direction with a large enough effect; inconclusive = small, poorly fitted or top-dose-only effect; note: potency is the fitted concentration of half-maximal effect; % is set by controls: 0 for no effect and ±100 for the full control effect
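Human TRβ ligand-binding domain (0.6 uM) and Texas Red SRC2 peptide (20 nM) in Tris buffer with 1 uM T3 and 5% DMSO were incubated with pinned compound for 5 hr at ambient temperature. Total fluorescence was computed as S + 2P (555/632 nm).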
TRb-SRC2 inh: qHTS for Inhibitors of the Interaction of Thyroid Hormone Receptor and Steroid Receptor Coregulator 2. TRbeta-SRC2 peptide binding, fluorescence polarization; receptor liganded with 1 µM T3. Potency, µM (highest dose often 106 µM), for the others: top-dose activity change, negative = inhibition, usual class: inhibitors. actives 0.065% (n = 280,000). AID 1469, 2008;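 note: potency is the fitted concentration of half-maximal effect; plate controls were bound peptide for no effect and peptide without receptor for full effect; nearly all actives have a fitted effect of over 50% in size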
Target sequence (P10828 whole entry, looked up): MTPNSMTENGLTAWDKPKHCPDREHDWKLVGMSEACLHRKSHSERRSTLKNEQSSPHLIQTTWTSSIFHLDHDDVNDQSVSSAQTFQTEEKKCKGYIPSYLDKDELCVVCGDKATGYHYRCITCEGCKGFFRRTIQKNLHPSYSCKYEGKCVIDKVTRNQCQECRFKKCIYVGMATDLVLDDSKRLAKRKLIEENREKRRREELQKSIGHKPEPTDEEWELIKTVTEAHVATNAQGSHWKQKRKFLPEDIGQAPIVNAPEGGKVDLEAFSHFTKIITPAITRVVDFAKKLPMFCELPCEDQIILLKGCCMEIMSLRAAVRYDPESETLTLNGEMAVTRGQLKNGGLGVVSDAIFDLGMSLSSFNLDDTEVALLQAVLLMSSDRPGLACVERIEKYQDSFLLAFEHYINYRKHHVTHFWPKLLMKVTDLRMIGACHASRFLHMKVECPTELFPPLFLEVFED
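Decrease in fluorescence polarization of 20 nM Texas Red SRC2 coactivator peptide flagged inhibition of its binding to 0.6 uM TRb LBD; 1 uM T3 included, incubation 5 hr, ex 555/em 632 nm.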
NPSR antag: qHTS Assay for Antagonists of the Neuropeptide S Receptor: cAMP Signal Transduction | CHO-NPSR cells, cAMP TR-FRET, antagonist mode | Potency, µM (titrated, usually from 38.3 µM), for inactives: at the highest dose activity change, negative = inhibition, most hits filed as inhibitors | AID 1461, 2008 | Q6W5P4 | actives 1% (n = 220,000); note: potency is the fitted concentration of half-maximal effect; % is set by controls: 0 for no effect and ±100 for the full control effect; nearly all actives have a fitted effect of over 50% in size; many of its hits are not listed in these tables
Tau FP inhib: qHTS for Inhibitors of Tau Fibril Formation, Fluorescence Polarization. K18 P301L tau heparin fibrillization, Alexa594 FP, 6 h. Potency, µM (top dose mostly 57.7 µM), inactives show at the highest dose activity, negative = inhibition, actives largely listed as inhibitors. actives 0.39% (n = 280,000). AID 1468, 2008; note: potency is the fitted concentration of half-maximal effect; % is set by controls: 0 for no effect and ±100 for the full control effect; nearly all actives have a fitted effect of over 55% in size
Target sequence (P10636 561-689 P618L limits assumed): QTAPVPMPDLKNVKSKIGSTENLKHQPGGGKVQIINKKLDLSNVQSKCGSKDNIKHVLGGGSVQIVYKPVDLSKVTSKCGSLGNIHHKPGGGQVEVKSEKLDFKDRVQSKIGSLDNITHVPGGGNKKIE
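Recombinant K18 P301L […], labeled with Alexa 594 at 0.24 uM over 15 uM unlabeled; heparin inducer 20 uM final; 37 C, 6 hr; FP endpoint.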
aGal spleen mod: qHTS Assay for Inhibitors and Activators of Human alpha-Galactosidase From Spleen Homogenate; AID 2107, 2009; human spleen homogenate, 4MU-alpha-Gal fluorescence, 40 min; actives 0.008% (n = 240,000); Alpha-galactosidase A (Homo sapiens), P06280; Potency, µM (titrated, usually from 80 µM), for the others: at the top dose activity change, negative = inhibition, hits mostly inhibitors;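 note: potency is the fitted concentration of half-maximal effect; 0% = enzyme with vehicle and -100% = no enzyme basal signal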
Target sequence (P06280 32-429 limits assumed): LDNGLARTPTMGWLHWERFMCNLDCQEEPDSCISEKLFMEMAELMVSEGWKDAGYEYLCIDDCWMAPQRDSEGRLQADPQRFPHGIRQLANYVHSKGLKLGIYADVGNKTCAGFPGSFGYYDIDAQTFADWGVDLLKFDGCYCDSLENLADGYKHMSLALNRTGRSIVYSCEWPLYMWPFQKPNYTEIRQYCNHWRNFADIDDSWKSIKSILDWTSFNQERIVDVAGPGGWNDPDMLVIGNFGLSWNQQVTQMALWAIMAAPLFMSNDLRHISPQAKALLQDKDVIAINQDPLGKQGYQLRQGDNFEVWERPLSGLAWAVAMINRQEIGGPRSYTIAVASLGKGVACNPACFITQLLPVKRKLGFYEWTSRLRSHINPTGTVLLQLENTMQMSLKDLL
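Spleen homogenate 1 ug + cpd (titration) + 4-MU-alpha-D-galactopyranoside 1 mM; 37C 40 min; 50 mM citrate/phosphate pH 5.0, 0.01% Tween-20; stop pH 10; fluorescence 365/440; AC50 via Hill.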
Tau fluor counter: Counterscreen qHTS for Inhibitors of Tau Fibril Formation, Fluorescence Polarization; tau K18 P301L (four-repeat tau fragment) Alexa594 fluorescence, heparin fibrillization; Potency, µM (series often up to 57.7 µM), for the others: at the highest dose activity change, negative = decrease; actives 0.93% (n = 280,000); AID 1463, 2008; note: potency is the fitted concentration of half-maximal effect; % is set by controls: 0 for no effect and ±100 for the full control effect; nearly all actives have a fitted effect of over 55% in size
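Human K18 P301L tau (15 uM unlabeled plus 0.24 uM Alexa 594-labeled, final) in 100 mM sodium acetate pH 7 was mixed with compound and 20 uM heparin and incubated 6 hr at 37 C.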
CBFb-RUNX1 inh: qHTS Assay for Compounds Blocking the Interaction Between CBF-beta and RUNX1 for the Treatment of Acute Myeloid Leukemia; Potency, µM (series often up to 59.8 µM), for inactives: top-dose activity, negative = inhibition, most hits filed as inhibitors; AlphaScreen CBFb-His/RUNX1-biotin binding, biochemical; 230,000 tested, under 10 active; note: % of control where 0% means no effect
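Read-out: AlphaScreen. Format: His-CBF-beta with biotinylated RUNX1 (30 nM each) preincubated 20 min, compound 15 min, Ni-chelate plus streptavidin beads 90 min; room temperature throughout.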
Epigenetic derep: Quantitative High-Throughput Screen for Regulators of Epigenetic Control; murine LDR cells, GFP reporter derepression, 30 h; AID 1865, 2009; actives 0.2% (n = 280,000); Potency, µM (top dose mostly 53.9 µM), for the others: at the top dose GFP activation, hits mostly activators; note: potency is the fitted concentration of half-maximal effect; % of control where 0% means no effect; nearly all actives have a fitted effect of over 60% in size
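GFP-positive cell count by laser-scanning cytometry (objects 20–120 um) after 30 h, 37 C compound exposure of murine LDR cells; reporter is CMV-GFP integrated at a silenced locus, inducible by HDAC or DNMT inhibitors.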
Starred values were filed as active, the others as inactive; ? = inconclusive; . = not tested or not shown; & = joins results of further samples; [ ] = dose if it differs, or a comment. Unless noted, calls come from the whole dose curve; as a rule, active = well fitted curve in the direction sought with a large enough effect; inconclusive = small, poorly fitted or top-dose-only effect, or another doubt; inactive = no such curve, though single readings can be large; an effect the other way counts as inactive or inconclusive. The list is partial, so the mix of outcomes need not match the whole.

1: COc1cccc(/C=C/C2=CC(C)(C)NC(=S)N2)c1
2: CO/N=C(/CNC(=O)c1ccccc1Cl)c1ccc(Cl)cc1
3: Cc1nn(-c2ccccc2)c2nc(C3CC3)cc(C(=O)Nc3ccc(F)cc3)c12
4: Cn1cnc([N+](=O)[O-])c1S(=O)(=O)c1ccc(Cl)cc1
5: Cc1cc2n(n1)SC(Nc1cc(Cl)ccc1Cl)N2 (stereo not given)

screen / no.	1	2	3	4	5
TexasRed fluor	-1%	-1%	-2%	1%	-5%
TRb-SRC2 inh	-4%	2%	2%	6%	3%
NPSR antag	-10%	-11%[46.1 µM]	.	-12%	3%[46.1 µM]
Tau FP inhib	6%	-1%	-17%	-1%	7%
aGal spleen mod	1%	3%	.	5%	-2%
Tau fluor counter	5%	-5%	-9%	-16%	-6%
CBFb-RUNX1 inh	-5%	5%	.	5%	0%
Epigenetic derep	-1.8%	-3.1%	2.5%	0.3%	0.0%

6: CCN(Cc1ccccc1)Cc1nnnn1Cc1ccccc1
7: Cc1occc1C(=O)n1nnc2ccccc21
8: COc1ccc(/C(N)=N/OC(=O)Cc2ccc(C)cc2)cc1OC
9: COc1ccc(OC)c(Nc2nc(-c3sc(NC(=O)CC(C)C)nc3C)cs2)c1
10: CC(C(=O)NC1CCCc2ccccc21)N1CCN(Cc2ccc3c(c2)OCO3)CC1 (stereo not given)

screen / no.	6	7	8	9	10
TexasRed fluor	-3%	2%	0%	-4%	-1%
TRb-SRC2 inh	4%	-15%	-4%	7%	6%
NPSR antag	-27%	3%[46.1 µM]	24%	-14%[46.1 µM]	?
Tau FP inhib	0%	8%	8%	-5%	4%
aGal spleen mod	4%	4%	5%	1%	-1%
Tau fluor counter	-9%	-7%	-12%	13µM*[quencher]	3%
CBFb-RUNX1 inh	1%	7%	25%	-29%	-2%
Epigenetic derep	-3.4%	1.4%	0.0%	-1.1%	3.0%

11: COC(=O)c1ccc(C2C(C(C)=O)=C(O)C(=O)N2CCO)cc1 (stereo not given)
12: Cc1ccc(NC(=O)C(C)c2ccc(-c3ccccc3)c(F)c2)cc1 (stereo not given)
13: CN(C)S(=O)(=O)Oc1ccsc1C(=O)Nc1cccc(Cl)c1
14: Cc1ccnc(N2CCC(C(=O)NCc3ccc(F)cc3)CC2)n1
15: Cc1noc(C)c1C(=O)OCC(=O)NCCC1=CCCCC1

screen / no.	11	12	13	14	15
TexasRed fluor	0%	-2%	-6%	1%	1%
TRb-SRC2 inh	4%	-9%	0%	-2%	2%
NPSR antag	8%[46.1 µM]	-23%[46.1 µM]	-9%[46.1 µM]	1%	-9%[46.1 µM]
Tau FP inhib	0%	?	-6%	6%	-1%
aGal spleen mod	-9%	-1%	3%	-4%	1%
Tau fluor counter	-3%	?	-28%	4%	-3%
CBFb-RUNX1 inh	5%	19%	?	1%	-1%
Epigenetic derep	0.0%	-1.3%	-1.2%	-1.8%	-1.0%

16: CCn1cc(Br)c(C(=O)NCc2ccco2)n1
17: Cn1c(N)c(C(=O)COc2ccc(Cl)cc2Cl)c(=O)n(C)c1=O
18: COc1ccc(N2CCN(C(=O)C(C)n3c(=O)cc(C(F)(F)F)c4c(C)nn(C)c43)CC2)cc1 (stereo not given)
19: NS(=O)(=O)c1ccc(Nc2nc(-c3ccccc3)cs2)cc1
20: CN(C)CCC=C1c2ccccc2C=Cc2ccccc21

screen / no.	16	17	18	19	20
TexasRed fluor	2%	0%	6%	-5%	0%
TRb-SRC2 inh	-6%	5%	-1%	7%	2%
NPSR antag	-18%[46.1 µM]	-46%	.	-20%[46.1 µM]	-7%[46.1 µM]
Tau FP inhib	3%	-2%	7%	?	7%&-4%
aGal spleen mod	1%	2%	.	4%	7%
Tau fluor counter	1%	-5%	-20%	16µM*[quencher]	-16%&-13%
CBFb-RUNX1 inh	3%	5%	.	-13%	4%
Epigenetic derep	0.0%	2.9%	0.0%	-0.2%	-0.2%

21: COc1ccccc1OCC(=O)NCC(c1ccc(Cl)cc1)N1CCOCC1 (stereo not given)
22: O=C(CSc1n[nH]c(=O)n1C1CC1)NCc1ccccc1Cl
23: O=S(=O)(NCC(c1ccccc1)N1CCc2ccccc21)c1ccc(Cl)cc1 (stereo not given)
24: CCCN1CCC(N2CCCC(C(=O)O)C2)CC1 (stereo not given)
25: COC(=O)c1sccc1S(=O)(=O)N(CC(=O)Nc1ccc(C)cc1)c1ccccc1

screen / no.	21	22	23	24	25
TexasRed fluor	-21%	-5%	-2%	0%	2%
TRb-SRC2 inh	-1%	0%	5%	-2%	-1%
NPSR antag	.	10%	.	24%	.
Tau FP inhib	0%	2%	11%	-2%	-6%
aGal spleen mod	.	-3%	.	1%	.
Tau fluor counter	-6%	-4%	?	-8%	-22%
CBFb-RUNX1 inh	.	12%	.	-4%	.
Epigenetic derep	5.9%	1.5%	?	6.1%	0.0%

Structural class, the entries above with fluorine (4)
3: Cc1nn(-c2ccccc2)c2nc(C3CC3)cc(C(=O)Nc3ccc(F)cc3)c12
12: Cc1ccc(NC(=O)C(C)c2ccc(-c3ccccc3)c(F)c2)cc1 (stereo not given)
14: Cc1ccnc(N2CCC(C(=O)NCc3ccc(F)cc3)CC2)n1
18: COc1ccc(N2CCN(C(=O)C(C)n3c(=O)cc(C(F)(F)F)c4c(C)nn(C)c43)CC2)cc1 (stereo not given)

screen / no.	3	12	14	18
TexasRed fluor	-2%	-2%	1%	6%
TRb-SRC2 inh	2%	-9%	-2%	-1%
NPSR antag	.	-23%[46.1 µM]	1%	.
Tau FP inhib	-17%	?	6%	7%
aGal spleen mod	.	-1%	-4%	.
Tau fluor counter	-9%	?	4%	-20%
CBFb-RUNX1 inh	.	19%	1%	.
Epigenetic derep	2.5%	-1.3%	-1.8%	0.0%

Other structures
26: Oc1ccccc1-c1cc(C(F)(F)F)nc(-c2ccccc2)n1
27: COc1ccc(OCC(=O)Nc2ccc(S(=O)(=O)N3CCOCC3)cc2)cc1
28: O=C(/C=C/c1ccccc1)n1cnnc1SC/C=C/c1ccccc1
29: O=C(c1ccccc1)n1ccc2ccccc21
30: CC(C)(CC(=O)O)CC(=O)Nc1ccccc1Oc1ccccc1

screen / no.	26	27	28	29	30
TexasRed fluor	1%	-7%	-11%	-10%	-4%
TRb-SRC2 inh	-1%	3%	3%	4%	2%
NPSR antag	-28%	1%[46.1 µM]	-13%[46.1 µM]	25%[46.1 µM]	17%
Tau FP inhib	-8%	-4%	?	5%	7%
aGal spleen mod	-1%	5%	14%	-13%	7%
Tau fluor counter	-3%	7%	-13%	7%	-1%
CBFb-RUNX1 inh	-2%	?	-1%	11%	14%
Epigenetic derep	1.7%	-1.0%	0.0%	-0.5%	3.2%

31: Cc1cc(=O)n2nc(N3CCCC(C(=O)NCCc4ccccc4)C3)sc2n1 (stereo not given)
32: CCOc1ccc(CCNC(=O)c2cc3c(s2)-c2ccccc2OC3)cc1OCC
33: Cc1ccc(CCNC(=O)c2cc3cc(S(=O)(=O)N4CCCCC4)ccc3n2C)cc1
34: CSCCC1NC(=O)N(CC(=O)Nc2ccc(Br)cc2Br)C1=O (stereo not given)
35: Cn1c(=O)c2cc(S(=O)(=O)N3CCN(c4cccc(C(F)(F)F)c4)CC3)ccc2n(C)c1=O

screen / no.	31	32	33	34	35
TexasRed fluor	2%	?	-2%	-3%	1%
TRb-SRC2 inh	4%	6%	3%	-3%	1%
NPSR antag	1%[46.1 µM]	.	.	-13%	18%[46.1 µM]
Tau FP inhib	3%	-21%	-3%	-2%	7%
aGal spleen mod	1%	.	.	-5%	5%
Tau fluor counter	2%	-28%	-12%	-15%	-6%
CBFb-RUNX1 inh	-4%	.	.	0%	3%
Epigenetic derep	-2.6%	-1.1%	10%	0.0%	3.8%

36: OCCN1CCN(C(=S)Nc2ccc(Oc3ccccc3)cc2)CC1
37: CCCCCCCCNC(=S)NCCN1CCCCC1
38: COc1ccc(S(=O)(=O)N(C)CC(=O)N2CCOCC2)cc1Cl
39: O=C(NC(N1CCOCC1)C(Cl)(Cl)Cl)c1cc([N+](=O)[O-])cc([N+](=O)[O-])c1 (stereo not given)
40: COC(=O)Cc1ccc2c3ccccc3n(C)c2c1

screen / no.	36	37	38	39	40
TexasRed fluor	-1%	1%	-7%	-1%	0%
TRb-SRC2 inh	-3%	3%	-8%	-3%	-7%
NPSR antag	9%	-17%	-15%[46.1 µM]	1%	8%[46.1 µM]
Tau FP inhib	7%	-2%	-3%	-5%	-3%
aGal spleen mod	-4%	-5%	1%	?	-4%
Tau fluor counter	2%	-16%	7%	-15%	-26%
CBFb-RUNX1 inh	-4%	-1%	7%	1%	13%
Epigenetic derep	-2.0%	1.1%	-1.1%	2.1%	-1.1%

41: O=C(CNCCC1=CCCCC1)Nc1ccccc1N1CCCCC1
42: CCOC(=O)c1[nH]ncc1[C@@H]1C[C@H]2CN(Cc3cccc(Cl)c3)C(=O)[C@]23CCCN13
43: Nc1ccc2oc3ccccc3c2c1
44: CCOC(=O)c1c(CN(CC)CC)n(C)c2cc(Br)c(O)cc12
45: Cc1ccc(C)c(N2CCN(C(=O)C3CCN(c4nc(C)cc(C)n4)CC3)CC2)c1
46: Cc1ccc(SC(C)C(=O)NCc2ccc(F)cc2)cc1 (stereo not given)
47: Cc1ccc(NC(=O)OCCNC(=O)OC(C)C)cc1

screen / no.	41	42	43	44	45	46	47
TexasRed fluor	-4%	-1%	4%	-2%	-4%	0%	0%
TRb-SRC2 inh	4%	-7%	-1%	5%	3%	9%	2%
NPSR antag	?	-2%	6%[46.1 µM]	-17%	-11%[46.1 µM]	-12%	24%
Tau FP inhib	-4%	-2%	11%	2%	7%	2%	2%
aGal spleen mod	-2%	6%	8%	-4%	2%	-3%	1%
Tau fluor counter	-9%	-12%	-17%	-8%	2%	-18%	-7%
CBFb-RUNX1 inh	5%	12%	6%	0%	6%	1%	-6%
Epigenetic derep	0.9%	0.0%	0.0%	0.1%	0.0%	-4.5%	-1.2%
